Source: PubChem BioAssay (several laboratories)
PDI turbidity – blocks human protein disulfide isomerase activity; hit rate 0.052% among 350,000; inhibition, % at 10 µM; PDI insulin aggregation turbidity, A650, 90 min; AID 588391;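 active = mean inhibition across replicates of 30% or more, whatever share of single replicates reach that level; inconclusive = mean inhibition below 30% while every single replicate reaches 30%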;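 note: absorbance from insulin aggregation driven by PDI reduction with DTT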
aDG glyco up – increases alpha dystroglycan glycosylation | Pro5-aDG cells, alpha-DG glycosylation AlphaScreen (IIH6); 0% Pro5, 100% B10-LARGE cell signal | activation, % at 10 µM | hit rate 0.22% among 360,000;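 active = activation of at least 8% versus controls, or a plate z-score of at least 8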;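 note: Pro5 are CHO cells carrying HIG-tagged alpha-DG that lacks glycosylation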
MC4R barr agon – agonists of human melanocortin 4 receptor (MC4R) beta-arrestin | P32245 | hit rate 0.98% among 360,000 | AID 540308 | U2OS MC4R beta-arrestin complementation, luminescence; percent of melanotan II response, DMSO zero | activation, % at 8.9 µM;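 active = activation above a per-plate cutoff, the mean activation of sample wells on that plate plus 3 SD, cut at about 8% in these data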
Target sequence (P32245 whole entry, looked up): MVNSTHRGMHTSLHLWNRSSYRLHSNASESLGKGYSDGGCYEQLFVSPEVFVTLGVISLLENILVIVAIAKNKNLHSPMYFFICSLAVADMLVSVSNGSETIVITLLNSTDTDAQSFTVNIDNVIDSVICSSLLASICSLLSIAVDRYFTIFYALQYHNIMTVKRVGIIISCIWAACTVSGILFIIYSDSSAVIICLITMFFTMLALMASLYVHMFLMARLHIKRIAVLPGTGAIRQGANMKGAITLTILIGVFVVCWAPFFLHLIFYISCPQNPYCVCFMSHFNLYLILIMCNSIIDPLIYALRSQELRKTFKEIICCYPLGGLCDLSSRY
HTR2A ag – agonists of mouse serotonin 5-HT2A receptor (HTR2A); CHO-K1 mHTR2A beta-arrestin complementation, luminescence; percent of 30 µM serotonin response; hit rate 0.66% among 360,000; activation, % at 7.6 µM; P35363; AID 624169;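 active = activation above a run cutoff, the mean activation of all tested compounds plus 3 SD, cut at about 14% in these data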;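 note: 0% = plate median of compound wells and 100% = 30 µM serotonin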
Target sequence (P35363 whole entry, looked up): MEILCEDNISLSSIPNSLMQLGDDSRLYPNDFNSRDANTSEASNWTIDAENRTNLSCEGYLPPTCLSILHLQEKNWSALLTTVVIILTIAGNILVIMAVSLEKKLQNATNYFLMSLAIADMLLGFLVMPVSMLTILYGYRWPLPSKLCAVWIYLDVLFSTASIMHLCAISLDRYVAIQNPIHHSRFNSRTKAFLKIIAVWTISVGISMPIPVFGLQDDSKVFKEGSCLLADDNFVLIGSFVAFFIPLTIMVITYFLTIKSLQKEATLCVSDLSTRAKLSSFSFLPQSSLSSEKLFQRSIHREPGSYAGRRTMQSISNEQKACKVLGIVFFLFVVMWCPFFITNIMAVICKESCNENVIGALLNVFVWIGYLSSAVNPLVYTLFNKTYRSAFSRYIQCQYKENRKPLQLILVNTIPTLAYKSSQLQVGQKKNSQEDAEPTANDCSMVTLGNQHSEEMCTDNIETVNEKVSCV
N-glyco inh – N-linked glycosylation inhibition; hit rate 0.23% among 360,000; reporter increase, % at 12.5 µM; AID 588692; D54 ERlucT glycosylation luciferase reporter, 24 h; percent of 100 nM tunicamycin response;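 active = mean luciferase reporter signal, scaled so untreated is 0 and the glycosylation-blocking control 100, at or above a set limit in every replicate; inconclusive = mean reaches the limit but not every replicate does; inactive = mean below the limit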;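 note: luciferase carries N-glycosylation sites so blocking glycosylation raises the light; 0% = median of neutral control wells and 100% = median of 100 nM tunicamycin wells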
Vif imaging – HIV Vif inhibition; hit rate 0.35% among 340,000; HEK293T cells, Vif self-association by quenched fluorescence, imaging, 24 h; inhibition, % at 7.49 µM; in the data active = inhibition above about 50%, passing the limit was not always enough; inconclusive = no clear call, values can overlap the other calls; inactive = below about 31%; note: some results filed as inactive read as strong as hits
CaV13 FRET inh – Primary screen for inhibitors of IQ motif and Ca2+-dependent inactivation inhibitor domain binding in CACNA1D, Förster resonance energy transfer in living cells, …. HEK cells, CFP/YFP FRET ICDI-IQ, plate reader, 10 min; percent FRET-ratio fall versus neutral wells. inhibition, % at 12.3 µM. hit rate 0.098% among 340,000. AID 743397;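 active = mean replicate inhibition of at least 30% and at least 1% of replicates passing that level; inconclusive = only one of the two criteria is met; inactive = neither criterion is met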;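 note: 0% = median of the neutral control wells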
ABCB6 inh MLPCN – blocks the human ABCB6 transporter; K562-ABCB6 porphyrin accumulation, flow cytometry, 1 h; active compounds read low; hit rate 0.19% among 360,000; AID 602162; Q9NP58; fluorescence ratio to DMSO, % at 10 µM;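 active = fluorescence ratio to DMSO below 75%, the collection mean minus 3 SD; inconclusive = too few cells collected in the well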;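 note: signal is porphyrin accumulated inside mitochondria; 100% equals median channel fluorescence of DMSO control wells; lower ratio means ABCB6 inhibition with less porphyrin fluorescence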
H9c2 protect – modulators protecting cardiomyocytes from myocardial damage | AID 588492 | protection from H2O2 cell death, % at 20 µM | hit rate 0.63% among 360,000 | H9c2 cardiomyocytes, H2O2 injury protection, ATPLite, 2 h;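 active = compounds giving at least 50% protection of heart cells from peroxide-induced death in the single-dose screen, raw or plate-pattern-corrected value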;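 note: 0% = DMSO wells with peroxide and 100% = DMSO wells without peroxide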
MC4R antag cAMP – blocks human MC4R cAMP signaling. P32245. inhibition, % at 6.5 µM. MC4R-expressing cells, MTII-stimulated cAMP, LANCE TR-FRET. hit rate 0.48% among 360,000;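 active = inhibition above its plate's cutoff, the mean of tested wells on that plate plus 3 SD, cut at about 29% in these data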;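 note: 0% = Melanotan II alone and 100% = Melanotan II plus saturating MCL0020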
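Assay system: U2OS cells stably expressing human melanocortin 4 receptor (MC4R) / Dosing: 6.5 µM / Timing: compound 30 min, challenge 1 h, detection 1 h / Measured by: Eu-cAMP/anti-cAMP TR-FRET, emission 671 nm / Replicates: singlicate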
Active calls of the source: *; u = inconclusive; x = not tested or not shown. Hits appear at their usual frequency; 3.6% or so of the library scored in one or more.

Field names: A = PDI turbidity; B = aDG glyco up; C = MC4R barr agon; D = HTR2A ag; E = N-glyco inh; F = Vif imaging; G = CaV13 FRET inh; H = ABCB6 inh MLPCN; I = H9c2 protect; J = MC4R antag cAMP
molecule: COC(=O)c1ccccc1OCC(=O)N1CCN(c2ccc(F)cc2)CC1
  A: 3 | B: 0.9 | C: 0.3 | D: -4 | E: 0 | F: -2 | G: -6 | H: 98 | I: 0 | J: 0

molecule: CC(=O)c1ccc(N2C(=O)CC(N3CCN(S(=O)(=O)c4ccc(C)c(C)c4)CC3)C2=O)cc1 (stereo not drawn)
  A: -1 | B: 0.0 | C: -1.8 | D: -3 | E: 0 | F: 0 | G: -3 | H: 106 | I: -6 | J: -5

molecule: COc1ccc(S(=O)(=O)N2CCC(C(=O)NCCC(=O)Nc3ccccc3OC)CC2)cc1
  A: 0 | B: -0.3 | C: -0.3 | D: 2 | E: -1 | F: -1 | G: -11 | H: 93 | I: -6 | J: 12

molecule: CCCCCCc1nnc(NC(=O)OCC)s1
  A: 2 | B: 0.3 | C: -0.3 | D: 1 | E: 0 | F: -17 | G: -5 | H: 101 | I: 4 | J: -1

molecule: CCOC(=O)C1=C(C)Nc2[nH]c(=O)[nH]c(=O)c2C1c1cccs1 (stereo not drawn)
  A: 0 | B: 0.0 | C: -1.6 | D: 3 | E: 1 | F: 8 | G: -6 | H: 99 | I: -3 | J: 9

molecule: O=C1NC(=O)C(c2cccs2)(c2cccs2)N1
  A: -4 | B: -0.3 | C: 0.5 | D: -1 | E: 2 | F: 13 | G: -4 | H: 171 | I: 2 | J: 3

molecule: CCOC(=O)C1(C)CCN1C(=O)c1ccc(OC)c(OC)c1 (stereo not drawn)
  A: 0 | B: -0.2 | C: -0.6 | D: 0 | E: 3 | F: 10 | G: -5 | H: 103 | I: -2 | J: 0

molecule: COCc1cc(C)nc2sc3c(=O)oc(C)nc3c12
  A: -1 | B: -0.2 | C: 3.5 | D: -2 | E: 2 | F: -2 | G: 4 | H: 98 | I: 7 | J: 12

molecule: COc1cc(OC)c(OC)cc1CN1CCc2ccccc2C1
  A: 2 | B: -0.1 | C: -2.0 | D: -3 | E: -2 | F: 22 | G: -8 | H: 96 | I: 3 | J: -2

molecule: Nc1cccc(Nc2ccccc2)c1
  A: -4 | B: 0.1 | C: -1.2 | D: -1 | E: 2 | F: 0 | G: 0 | H: 98 | I: -2 | J: 0

A second format for four compounds above.
The line under a structure holds: PDI turbidity	aDG glyco up	MC4R barr agon	HTR2A ag	N-glyco inh	Vif imaging	CaV13 FRET inh	ABCB6 inh MLPCN	H9c2 protect	MC4R antag cAMP
Nc1cccc(Nc2ccccc2)c1
 : -4	0.1	-1.2	-1	2	0	0	98	-2	0
COc1cc(OC)c(OC)cc1CN1CCc2ccccc2C1
 : 2	-0.1	-2.0	-3	-2	22	-8	96	3	-2
COC(=O)c1ccccc1OCC(=O)N1CCN(c2ccc(F)cc2)CC1
 : 3	0.9	0.3	-4	0	-2	-6	98	0	0
CCOC(=O)C1(C)CCN1C(=O)c1ccc(OC)c(OC)c1 (stereo not drawn)
 : 0	-0.2	-0.6	0	3	10	-5	103	-2	0

Other records follow:
Field names: A = PDI turbidity; B = aDG glyco up; C = MC4R barr agon; D = HTR2A ag; E = N-glyco inh; F = Vif imaging; G = CaV13 FRET inh; H = ABCB6 inh MLPCN; I = H9c2 protect; J = MC4R antag cAMP
molecule: CCOc1ccccc1C(=O)Nc1ccccc1-c1ccccc1
  A: -5 | B: -0.1 | C: 0.6 | D: -4 | E: 0 | F: -4 | G: -2 | H: 98 | I: -4 | J: -3

molecule: Cc1ccc(CSc2nc3ccccc3c(=O)n2CCCC(=O)NCc2ccco2)cc1
  A: -4 | B: 0.0 | C: -0.8 | D: -2 | E: -3 | F: u | G: -5 | H: 100 | I: -2 | J: -1

molecule: COc1cc(CNc2ccccc2SC)ccc1O
  A: 10 | B: -0.3 | C: 0.5 | D: -1 | E: 2 | F: 0 | G: -6 | H: 102 | I: -3 | J: 0

molecule: Cc1nnc(SCC(N)=O)n1CC1CCCO1 (stereo not drawn)
  A: 17 | B: -0.1 | C: -3.6 | D: 5 | E: -1 | F: 2 | G: x | H: 101 | I: 5 | J: -4

molecule: Cc1ccc2nc(SCC(=O)N3N=C(c4cccs4)CC3c3ccc(F)cc3)nc(=O)n2c1 (stereo not drawn)
  A: -5 | B: 0.7 | C: -2.2 | D: 4 | E: -2 | F: 2 | G: -13 | H: 100 | I: 21 | J: -24

molecule: COc1ccc(OC)c(N(CC(=O)N2CCCC2)S(=O)(=O)c2ccccc2)c1
  A: 8 | B: 0.0 | C: 1.4 | D: 0 | E: -1 | F: 4 | G: -6 | H: 108 | I: 2 | J: -1

molecule: Cc1ccc(Nc2cc(-n3cccn3)ncn2)c(C)c1
  A: 12 | B: -0.1 | C: -1.2 | D: -5 | E: -5 | F: -6 | G: -9 | H: 101 | I: 5 | J: 18

molecule: Cc1ccc(S(=O)(=O)NC(=O)Nc2cc(C)no2)cc1
  A: 4 | B: 0.0 | C: 1.2 | D: 11 | E: -3 | F: 10 | G: -3 | H: 97 | I: -4 | J: 5

molecule: COc1ccccc1NC(=O)/C(C#N)=C/c1cc([N+](=O)[O-])ccc1N1CCCC1
  A: 1 | B: -0.1 | C: -1.8 | D: 3 | E: 2 | F: -4 | G: -4 | H: 99 | I: 3 | J: 10

molecule: Clc1cccc2sc(N3CCN(c4ccccc4)CC3)nc12
  A: -12 | B: 0.1 | C: -3.4 | D: 0 | E: 0 | F: 6 | G: -3 | H: 84 | I: -8 | J: 5

molecule: Cc1cc(Cl)ccc1OCC(=O)NCc1ccncc1
  A: 4 | B: 0.1 | C: -2.0 | D: 5 | E: 1 | F: -4 | G: x | H: 100 | I: -2 | J: 7

molecule: Cn1nc(C(=O)OCC(=O)Nc2ccc(SC(F)F)cc2)c2ccccc2c1=O
  A: -8 | B: -0.2 | C: 2.3 | D: 2 | E: 1 | F: -4 | G: -3 | H: 103 | I: -15 | J: 10

molecule: O=C(NCc1ccco1)c1cccc2ccccc12
  A: -2 | B: 0.0 | C: -3.3 | D: 7 | E: 0 | F: -1 | G: -4 | H: 101 | I: -3 | J: -8

molecule: Cc1nc([N+](=O)[O-])c(Sc2nc3ccccc3n2C)n1Cc1ccccc1
  A: -1 | B: -0.3 | C: -0.4 | D: 0 | E: 12 | F: -4 | G: -17 | H: 106 | I: 3 | J: 12

molecule: CNC(=O)CN(c1cc(OCCOC)c(Cl)cc1Cl)S(=O)(=O)c1ccccc1
  A: 9 | B: -0.1 | C: 1.8 | D: -1 | E: -2 | F: -3 | G: -4 | H: 101 | I: -4 | J: 5

molecule: Nc1cc(=O)[nH]c(=O)n1-c1ccc(Cl)cc1
  A: 3 | B: 0.1 | C: -0.4 | D: 1 | E: 2 | F: -4 | G: -4 | H: 88 | I: 0 | J: 0

molecule: COC(=O)c1ccc(C)c(NC(=O)CCSc2ccc(Cl)cc2)c1
  A: -9 | B: 0.2 | C: 2.8 | D: -2 | E: -2 | F: 14 | G: x | H: 103 | I: -2 | J: -7

molecule: N/C(=N\OC(=O)CCC1CCCC1)c1ccc(Cl)cc1
  A: 2 | B: -0.2 | C: 1.0 | D: -2 | E: 2 | F: -30 | G: -6 | H: 101 | I: -4 | J: 4

molecule: CC1CCN(c2ncnc3nc[nH]c23)CC1
  A: 16 | B: 0.6 | C: 1.0 | D: 25* | E: -2 | F: 10 | G: -7 | H: 100 | I: -2 | J: 15

molecule: C#CCN(C(=O)CC1C(=O)NCCN1C/C=C/c1ccccc1)C1CCCCC1 (stereo not drawn)
  A: 3 | B: -0.3 | C: -2.8 | D: -7 | E: 2 | F: -9 | G: -6 | H: 95 | I: 4 | J: 23

Records listed above shown as hits in HTR2A ag.
SMILES,PDI turbidity,aDG glyco up,MC4R barr agon,HTR2A ag,N-glyco inh,Vif imaging,CaV13 FRET inh,ABCB6 inh MLPCN,MC4R antag cAMP
CC1CCN(c2ncnc3nc[nH]c23)CC1,16,0.6,1.0,25*,-2,10,-7,100,15
